# P. falciparum M17LAP – P. falciparum M17LAP inhibitors, primary screen, biochemical, fluorogenic H-Leu-NHMec substrate, 1536-well (AID 1619); recombinant M17LAP, H-Leu-NHMec fluorogenic kinetic assay; higher % means a stronger effect; inhibition, % at 30 µM; hits with a dose series show IC50 in µM; 220,000 tested, 0.38% active;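 active means compound inhibiting the enzyme by more than half at any dose during confirmatory dose-response retesting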;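 further: plate controls were full reaction with DMSO carrier for no effect and no enzyme background for full effect; strong numbers were not always called active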
# KOR beta-arrestin-1 – kappa opioid receptor activators – cell-based, luminescence, uHTS, primary screen (AID 1777); KOR beta-arrestin recruitment, luminescence; higher % means a stronger effect; one-dose activation, % at 10 µM; EC50 in µM for titrated hits; 280,000 tested, 0.02% active; in the data active means activation above about 50%, passing the limit was not always enough; further: a part of the inactive calls stands beside numbers as strong as those of hits
# GPR55 beta-arrestin – selective activators of receptor GPR55 – imaging, U2OS cells, beta-arrestin-GFP redistribution, primary screen (AID 1961). 290,000 tested, 0.048% active. activation, % at 10 µM; hits with a dose series show EC50 in µM. U2OS GPR55 beta-arrestin-GFP redistribution imaging; higher % means a stronger effect;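 active means activation above 40% with more than 50 cells counted in the well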;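 further: U2OS osteosarcoma cells stably expressing GPR55 and beta-arrestin-GFP; plate controls were DMSO negative control for no effect and LPI positive control for full effect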
# NOD2 inhibition – inhibition of NOD2-driven NF-kB reporter – cell-based, luminescence, uHTS, HEK293 (AID 1566) | HEK293 NOD2/NF-kB luciferase reporter, luminescence; higher % means a stronger effect | one-dose inhibition, % at 4 µM; EC50 in µM for titrated hits | 290,000 tested, 0.63% active; further: many of its hits are not listed in these tables
# P. falciparum M1AAP – P. falciparum M1AAP inhibitors, biochemical, fluorogenic H-Leu-NHMec substrate, 1536-well (AID 1445) | recombinant M1AAP, H-Leu-NHMec fluorogenic kinetic assay; higher % means a stronger effect | one-dose inhibition, % at 30 µM; IC50 in µM for titrated hits | 220,000 tested, 0.42% active;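 active means primary inhibition above the hit cutoff, then over 50% inhibition at one or more dose response concentrations, cut at about 23% in these data, passing the limit was not always enough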;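 further: plate controls were DMSO full reaction for no effect and no enzyme background for full effect; strong numbers were not always called active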
# AID2073 – inhibitors of Mint1-CaV2.2 protein interaction, biochemical, HTRF (AID 2073) | HTRF protein-protein interaction, Mint1-CaV2.2; higher % means a stronger effect | inhibition, % at 20 µM, or IC50 in µM where a hit was titrated | 290,000 tested, 0.19% active; in the data active means inhibition mostly above about 51%, no sharp cut-off; further: some results filed as inactive read as strong as hits
# NOD1 inhibition – inhibition of NOD1-driven NF-kB reporter – cell-based, luminescence, uHTS, primary screen (AID 1578). 290,000 tested, 1% active. inhibition, % at 4 µM, or EC50 in µM where a hit was titrated. NOD1-driven NF-kB luciferase reporter cells, luminescence; higher % means a stronger effect; in the data active means inhibition mostly above about 36%, no sharp cut-off; inactive means mostly below about 34%;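 further: HEK-293T reporter cells stimulated with the NOD1 agonist gamma-tri-DAP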
# Dynein cargo inh – blocks dynein driven cargo transport along microtubules | z-score, hits read low | AID 1381 | 3617.4 mouse cells, GR-EGFP nuclear translocation imaging; test concentration mostly 20 µM; stimulated with dexamethasone, 1 µM; active compounds read low | 220,000 tested, 0.47% active;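 active means plate z-score of nuclear minus cytoplasmic receptor signal below a set negative limit, without overly bright fluorescence or cell loss, cut at about -3.5 in these data, passing the limit was not always enough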;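 further: z-score of nuclear minus cytoplasmic ring GR-EGFP intensity difference per well; some compounds called inactive have numbers as strong as hits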
#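 Buffer or medium – tet-free medium with charcoal-stripped serum · Signal – automated 10x imaging of fixed Hoechst-stained cells · Also added – dexamethasone agonist, 1.0 µM final, for 30 min · Incubation – induction 48 h, compound 1 h, agonist 30 min · Read-out – GR-EGFP nuclear translocation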
# KOR beta-arrestin-2 – kappa opioid receptor blockers – cell-based, luminescence, uHTS (AID 1778); KOR beta-arrestin recruitment, luminescence, antagonist mode; higher % means a stronger effect; 290,000 tested, 0.091% active; inhibition, % at 10 µM; hits with a dose series show IC50 in µM; further: strong numbers were not always called active
# Dynein cargo inh cytoplasmic EGFP – second read-out of Dynein cargo inh, no call of its own (marks repeat the call); z-score; measured here: cytoplasmic GR-EGFP intensity; active compounds read high
# Dynein cargo inh nuclear GR-EGFP – second read-out of Dynein cargo inh, no call of its own (marks repeat the call); z-score; measured here: nuclear GR-EGFP intensity;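 lower value marks the stronger effect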
# Dynein cargo inh cell count – also measured in Dynein cargo inh; calls as there; z-score; measured here: cell count per field
# Numbers without * were called inactive; . = no result given; [ ] = dose if it differs, or a comment. Unless noted, no stated cut-off is given here; in the data, active means inhibition above about 50%; inactive means the rest. This is a subset (hit frequency here may not be typical).
SMILES,P. falciparum M17LAP,KOR beta-arrestin-1,GPR55 beta-arrestin,NOD2 inhibition,P. falciparum M1AAP,AID2073,NOD1 inhibition,Dynein cargo inh,Dynein cargo inh cytoplasmic EGFP,Dynein cargo inh nuclear GR-EGFP,Dynein cargo inh cell count,KOR beta-arrestin-2
N#C/C(=N\Nc1cccc2ccccc12)c1nnc2n1CCCCC2,-4%,-0.2%,-0.2%,-6%,12%,3%,-19%,-2.5,0.037,-1.5,-1.8,33%
Cc1cc(C)cc(N(CCC(=O)Nc2nnc(C)s2)S(=O)(=O)c2ccc(Cl)cc2)c1,3%,5.0%,0.1%,5%,2%,3%,-35%,0.2,-0.17,0.27,0.12,5%
O=C(Cc1ccc(Cl)cc1)NCCS(=O)c1ccc(Cl)cc1 (stereo not drawn),4%,-1.3%,-0.2%,12%,4%,-4%,-13%,-0.28,-0.2,-0.34,0.25,-8%
Cc1nn2c(=O)cc(CSCC(=O)Nc3ccccc3F)nc2s1,.,1.9%,-0.4%,10%,.,-1%,-18%,.,.,.,.,-34%
Cn1c(=O)n(C)c2cc(/C=N/NC(=O)c3cccc(Br)c3)ccc21,0%,2.2%,-0.1%,0%,3%,2%,-14%,0.52,-0.16,0.93,-0.013,-39%
COc1ccc(OC)c(S(=O)(=O)N2CCC(C(=O)NCC3CCCO3)CC2)c1 (stereo not drawn),6%,-3.6%,-0.1%,3%,-6%,8%,.,-0.73,-0.27,-0.33,0.058,3%
CCc1cc(CNC(=O)C2CCC(=O)N(CCc3cccc(F)c3)C2)on1 (stereo not drawn),.,0.5%,0.7%,4%,.,-4%,-15%,.,.,.,.,-20%
COc1ccc(CN(C)S(=O)(=O)c2nnc(NC(=O)c3cccc(OC)c3)s2)cc1,.,0.4%,-0.2%,30%,.,39%,7%,.,.,.,.,3%
Cc1nc2ccccc2c2oc(C(=O)Nc3ccc(C(C)C)cc3)cc12,17%,1.1%,-0.4%,22%,1%,10%,20%,-0.61,-0.29,-0.21,0.54,-13%
CN(CCC#N)C(=O)CSc1nnc(-c2ccco2)n1N,-4%,1.0%,-0.7%,9%,-8%,-4%,-37%,1.3,-0.053,1.1,-2.2,11%
COc1ccccc1N(CC(=O)NC1CCCCC1)C(=O)CCC(=O)Nc1ccccn1,7%,-3.7%,-0.1%,3%,3%,4%,-26%,-0.95,-0.2,-0.34,1.5,-22%
CCOc1ccccc1CNS(=O)(=O)c1cc(-c2cc(C)no2)ccc1OC,.,-1.7%,-0.2%,35%,.,6%,-8%,.,.,.,.,-17%
CC[C@@H](C)[C@H](CN[C@H](CNC)[C@@H](C)O)NCCc1ccc(OC)cc1,.,-2.8%,-0.2%,-2%,.,11%,-11%,.,.,.,.,-16%[20 µM]
CCNCC(=O)N1c2ccccc2CCc2ccc(NC(=O)OCC)cc21,.,-3.6%,0.3%,-4%,.,4%,-8%,.,.,.,.,-23%
c1ccc(-n2ncc3c2ncn2nc(CSc4nc5ccccc5s4)nc32)cc1,.,0.2%,0.3%,13%,.,-4%,-109%,.,.,.,.,-14%
CCC(c1nnnn1Cc1cccs1)N1CCN(C2CCCC2)CC1 (stereo not drawn),7%,2.6%,-0.1%,-23%,6%,-6%,-6%,-0.23,-0.2,-0.051,0.42,9%
CN1C2C(Br)CCCCN2c2ccc(F)cc2S1(=O)=O (stereo not drawn),.,2.6%,-0.2%,-6%,.,-2%,-16%,.,.,.,.,-30%
CC1(C)CC2CC(C)(CN2C(=O)COC(=O)c2n[nH]c(=O)c3ccccc23)C1 (stereo not drawn),-7%,-0.7%,-0.1%,-8%,10%,-5%,-12%,-0.44,-0.2,0.15,0.31,-1%
CCN1CCN(c2cc(C)c3cc(NC(=O)c4cc(OC)cc(OC)c4)ccc3n2)CC1,-10%,2.7%,-0.3%,-10%,4%,-10%,-9%,0.79,0.35,1.6,-3.3,32%
CC(C)OC(=O)c1c(F)c(F)c(N2CCOCC2)c(F)c1F,2%,4.7%,-0.3%,5%,0%,-6%,3%,0.27,0.21,0.53,-1.3,25%

# 5 entries from above, ordered by their value in AID2073, rising:
SMILES,P. falciparum M17LAP,KOR beta-arrestin-1,GPR55 beta-arrestin,NOD2 inhibition,P. falciparum M1AAP,AID2073,NOD1 inhibition,Dynein cargo inh,Dynein cargo inh cytoplasmic EGFP,Dynein cargo inh nuclear GR-EGFP,Dynein cargo inh cell count,KOR beta-arrestin-2
CCc1cc(CNC(=O)C2CCC(=O)N(CCc3cccc(F)c3)C2)on1 (stereo not drawn),.,0.5%,0.7%,4%,.,-4%,-15%,.,.,.,.,-20%
Cc1nn2c(=O)cc(CSCC(=O)Nc3ccccc3F)nc2s1,.,1.9%,-0.4%,10%,.,-1%,-18%,.,.,.,.,-34%
Cn1c(=O)n(C)c2cc(/C=N/NC(=O)c3cccc(Br)c3)ccc21,0%,2.2%,-0.1%,0%,3%,2%,-14%,0.52,-0.16,0.93,-0.013,-39%
CCNCC(=O)N1c2ccccc2CCc2ccc(NC(=O)OCC)cc21,.,-3.6%,0.3%,-4%,.,4%,-8%,.,.,.,.,-23%
CC[C@@H](C)[C@H](CN[C@H](CNC)[C@@H](C)O)NCCc1ccc(OC)cc1,.,-2.8%,-0.2%,-2%,.,11%,-11%,.,.,.,.,-16%[20 µM]

# (cont.)
SMILES,P. falciparum M17LAP,KOR beta-arrestin-1,GPR55 beta-arrestin,NOD2 inhibition,P. falciparum M1AAP,AID2073,NOD1 inhibition,Dynein cargo inh,Dynein cargo inh cytoplasmic EGFP,Dynein cargo inh nuclear GR-EGFP,Dynein cargo inh cell count,KOR beta-arrestin-2
Cc1cc(C)c(NC(=O)Cn2nnc(C(=O)Nc3ccc(F)cc3F)c2N)c(C)c1,.,3.1%,-0.1%,-32%,.,16%,-6%,.,.,.,.,-46%
CC(C)C(=O)N1CCN(c2ccccc2NC(=S)NC(=O)Cc2ccccc2)CC1,.,2.6%,0.2%,7%,.,4%,-36%,.,.,.,.,18%
O=C(CCc1nnc2n(Cc3ccc(F)cc3)c(=O)c3ccccc3n12)NCCCN1CCOCC1,.,-2.5%,0.2%,-12%,.,11%,14%,.,.,.,.,10%
CCNNC(=O)C(O)(Cc1ccccc1)Cc1ccccc1,.,-4.3%,-0.1%,19%,.,-3%,-2%,.,.,.,.,20%
COc1ccc(-c2cc(C(=O)NCCc3ccc(S(N)(=O)=O)cc3)c3ccccc3n2)cc1,-4%,0.4%,-0.2%,-6%,9%,29%,-11%,0.55,-0.21,0.55,-0.5,0%
CCOC(=O)CSCc1nc(-c2ccc(Cl)cc2)oc1C,1%,-1.9%,-0.2%,12%,-1%,0%,-28%,-1.3,-0.052,-0.15,1,-8%
Cc1ccc(NC(=O)C(C)Sc2nc(=O)cc(N)n2-c2ccccc2)cc1 (stereo not drawn),10%,-7.1%,0.2%,6%,10%,-6%,26%,-0.11,-0.19,-0.16,0.1,9%
O=C(N/N=C/c1cccc(O)c1)c1ccc(NC(=O)c2cccc([N+](=O)[O-])c2)cc1,-4%,-6.3%,0.2%,12%,3%,31%,-21%,0.75,-0.18,0.24,-0.89,-16%
CCOC(=O)C1CCN(C(=O)c2cc3cc4ccc(C)cc4nc3o2)CC1,.,0.9%,0.5%,-54%,.,-5%,-70%,.,.,.,.,-6%
Oc1ccc(-c2cccc(-c3ccc(O)cc3)c2)cc1,.,-1.6%,-0.2%,-3%,.,21%,-51%,.,.,.,.,-8%[20 µM]
CCOc1ccc(-n2cc(C(=O)Nc3ccc(Cl)cn3)c3cc(OC)c(OC)cc3c2=O)cc1,-3%,6.2%,-0.1%,23%,9%,1%,19%,-0.22,-0.068,-0.11,-0.3,-18%
Cc1ccc2c(NC(=O)C3CC3)cccc2n1,-11%,-4.8%,0.2%,14%,-10%,3%,-8%,-0.099,-0.26,-0.016,0.22,-2%
Cc1oc(-c2ccc3ccccc3c2)nc1CN(C)C(C)c1ccncn1 (stereo not drawn),18%,.,-0.1%,-69%,0%,35%,-26%,-0.31,-0.29,-0.33,1,-37%[20 µM]
CCOC(=O)c1cc(CC)sc1NC(=O)c1cc(OCC)c(OCC)c(OCC)c1,-8%,2.8%,-0.1%,14%,17%,-6%,1%,0.4,-0.0063,0.61,-1,0%
Cc1ccc(N(CC(O)CN2CCOCC2)S(=O)(=O)c2ccc3ccccc3c2)cc1 (stereo not drawn),16%,0.3%,-0.1%,7%,-3%,4%,-27%,1.2,-0.19,0.77,-0.61,-7%
CC(C)c1[nH]nc2c1C(C1C=CCCC1)C(C#N)=C(N)O2 (stereo not drawn),-3%,-2.4%,-0.2%,6%,2%,9%,3%,0.25,-0.18,0.13,-0.37,17%
CCOc1ccc(-n2c(-c3ccccc3)nnc2-c2ccccc2)cc1,-12%,1.6%,-0.2%,15%,0%,0%,8%,0.086,-0.19,1.2,-1.4,3%
S=C1NCCOCCNC(=S)NCCOCCOCCOCCN1,-8%,-3.6%,-0.3%,7%,5%,1%,-24%,-0.99,-0.27,-0.68,1.1,-1%
Cc1ccc2ccc(S(=O)(=O)n3nc(C)cc3C)cc2c1,-8%,1.4%,0.2%,11%,14%,2%,21%,-0.3,0.046,-0.15,-0.64,-6%
CCC(Sc1nnnn1C)C(=O)Nc1ccc(C(C)=O)cc1 (stereo not drawn),-12%,2.7%,0.0%,-20%,5%,1%,-44%,0.45,-0.13,0.49,-0.59,5%
CC(NC(=S)NCCCN1CCOCC1)C1CC2CCC1C2 (stereo not drawn),4%,-6.9%,-0.3%,23%,5%,-8%,-5%,-0.21,-0.17,-0.024,-0.001,12%
NC(=O)CC(NC(=O)c1ccccc1)c1ccc(NCCN2CCCCC2)c([N+](=O)[O-])c1 (stereo not drawn),.,-2.7%,-0.3%,0%,.,18%,-19%,.,.,.,.,18%[20 µM]
S=C(NCCc1ccccc1)N1CCn2cccc2C1c1cccnc1 (stereo not drawn),10%,2.2%,-0.1%,3%,4%,-10%,-30%,1.8,-0.038,1.1,-1.9,-4%
CSc1nc2c(c(=O)[nH]c(=O)n2C)n1Cc1ccc(Cl)cc1,.,-2.1%,0.6%,12%,.,4%,-27%,.,.,.,.,-23%[20 µM]
